From PubChem BioAssay
beta cell repl: induces beta-cell replication in MIN6 cells; MIN6 cells proliferation, ATPlite luminescence, 48 h; cells starved in 0.2% serum; 100% = growth in 10% serum; proliferation, % at 10 µM; actives 0.29% (n = 330,000);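 active means compounds whose signal lies at least 3.5 SD above the mean of all wells on their plate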;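 further: 0% = DMSO-treated cells in low-serum medium and 100% = 10% serum control; some compounds called inactive have numbers as strong as hits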
APOBEC3G inh: blocks human APOBEC3G single-stranded DNA deamination | Q9HC16 | recombinant A3G, ssDNA deamination FAM/TAMRA fluorescence | inhibition, % at 20 µM | actives 0.28% (n = 330,000) | AID 493012;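 active means inhibition of at least 40% at 20 µM, with no more than 30% in the related APOBEC3A deaminase screen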;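 further: plate controls were DMSO wells with A3G for no effect and wells lacking A3G enzyme for full effect; some compounds called inactive have numbers as strong as hits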
Target sequence (Q9HC16 whole entry, looked up): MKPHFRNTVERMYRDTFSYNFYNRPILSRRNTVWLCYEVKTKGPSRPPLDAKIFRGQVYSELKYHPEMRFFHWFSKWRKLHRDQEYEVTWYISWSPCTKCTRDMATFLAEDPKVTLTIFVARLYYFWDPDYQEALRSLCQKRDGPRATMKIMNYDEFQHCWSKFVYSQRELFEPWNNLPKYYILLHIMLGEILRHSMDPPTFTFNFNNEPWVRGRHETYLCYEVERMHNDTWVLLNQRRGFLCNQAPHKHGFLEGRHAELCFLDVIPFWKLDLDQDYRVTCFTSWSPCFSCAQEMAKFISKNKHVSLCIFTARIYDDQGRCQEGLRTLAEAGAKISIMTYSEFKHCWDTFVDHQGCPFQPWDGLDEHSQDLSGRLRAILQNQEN
hIAP act: human IAP activation. purified human IAP, CDP-Star luminescence, 30 min; hits give high values; 1 = vehicle-only enzyme, 0 = enzyme-free background. activation factor at 10 µM. actives 0.16% (n = 330,000). AID 2524;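 active means activation factor of the enzyme at least 2-fold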; further: the source names both 10 and 20 µM as test concentration; values of inactives mirror those of a sister screen read the other way
Target sequence (P09923 whole entry, looked up): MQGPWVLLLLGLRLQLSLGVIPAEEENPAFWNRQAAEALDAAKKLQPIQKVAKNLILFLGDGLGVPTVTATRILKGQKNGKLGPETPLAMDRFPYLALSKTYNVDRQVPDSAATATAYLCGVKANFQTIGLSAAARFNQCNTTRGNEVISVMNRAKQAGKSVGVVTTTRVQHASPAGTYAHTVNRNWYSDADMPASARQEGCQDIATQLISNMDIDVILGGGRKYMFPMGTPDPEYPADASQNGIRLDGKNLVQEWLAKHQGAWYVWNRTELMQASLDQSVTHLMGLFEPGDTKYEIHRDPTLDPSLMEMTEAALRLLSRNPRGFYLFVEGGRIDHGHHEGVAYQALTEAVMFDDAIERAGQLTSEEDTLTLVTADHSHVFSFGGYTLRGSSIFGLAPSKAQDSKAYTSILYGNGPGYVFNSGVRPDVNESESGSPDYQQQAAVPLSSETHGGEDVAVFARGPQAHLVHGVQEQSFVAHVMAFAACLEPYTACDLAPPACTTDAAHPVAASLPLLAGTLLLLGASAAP
NR3A LBD binder: modulates the human NR3A ligand-binding domain | Tm shift relative to glycine control, % at 25 µM | NR3A LBD differential scanning fluorimetry, Tm shift; 0% = protein alone, 100% = glycine-bound protein | actives 2.5% (n = 340,000);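 active means melting temperature shift of at least 10% of the positive control shift, at one fixed dose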
A3A deaminase: blocks human APOBEC3A ssDNA deamination | P31941 | recombinant A3A, FAM/TAMRA ssDNA deamination fluorescence | inhibition, % at 20 µM | actives 0.41% (n = 330,000);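 active means at least 40% inhibition at 20 µM here, with at most 30% in a related deaminase screen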;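 further: plate controls were A3A with DMSO for no effect and wells lacking A3A enzyme for full effect; some results filed as inactive read as strong as hits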
hIAP block: human IAP inhibition | purified IAP, CDP-Star luminescence, 30 min | inhibition, % at 10 µM | actives 0.12% (n = 330,000);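 active means inhibition reaching a set limit with compound at 10 µM in the primary screen, cut at about 35% in these data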;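 further: plate controls were DMSO wells with enzyme for no effect and no-enzyme buffer wells for full effect; values of inactives mirror those of a sister screen read the other way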
mIAP block: mouse IAP inhibition. purified mouse IAP, CDP-Star luminescence, 30 min. inhibition, % at 10 µM. actives 0.2% (n = 330,000). AID 2806;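 active means inhibition of at least 40% at 10 µM in the primary screen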;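 further: plate controls were DMSO with enzyme for no effect and no enzyme wells for full effect; values of inactives mirror those of a sister screen read the other way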
mIAP act: mouse IAP activation. muIAP, CDP-Star luminescence, 30 min; hits give high values; 1 = vehicle-only enzyme signal, 0 = enzyme-free wells. activation factor at 10 µM. actives 0.24% (n = 330,000);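 active means activation factor of at least 2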; further: the source names both 10 and 20 µM as test concentration; values of inactives mirror those of a sister screen read the other way
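Assay system: mouse IAP enzyme; reagent: chemiluminescent substrate CDP-Star; dosing: test compounds delivered from DMSO solution; schedule: 30 min at room temperature; measured by: luminescence from enzymatic CDP-Star hydrolysis; controls: DMSO-only wells and no-enzyme negative control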
MPTP inh: blocks calcium-induced mitochondrial swelling; isolated mouse mitochondria, Ca2+ swelling absorbance, 30 min; inhibition, % at 10 µM; actives 1.4% (n = 360,000);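 active means inhibition of 50% or more, scaled per plate between neutral and stimulator controls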;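 further: 0% = DMSO wells given calcium and 100% = 1 mM EGTA wells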
Active calls of the source: *.

SMILES	beta cell repl	APOBEC3G inh	hIAP act	NR3A LBD binder	A3A deaminase	hIAP block	mIAP block	mIAP act	MPTP inh
NC(=O)C1CCN(C(=S)NCCc2ccccc2)CC1	-2	-1	0.98	1	2	2	12	0.88	1.0
COc1ccc(OC)c(NC(=S)NCCC(c2ccccc2)c2ccccc2)c1	-3	-6	0.95	4	9	5	-159	2.6*	-0.3
COC(=O)Cc1c(C)c2ccc(OCC(=O)N3CCCC3)c(C)c2oc1=O	-1	2	0.82	0	-4	18	-5	1	-1.1
CN(C(=O)c1ccc(Cl)cc1)C1=CCCCC1CCC#N (centres undefined)	4	0	0.83	0	0	17	-3	1	-3.2
O=C(c1cc(COc2c(F)cccc2F)on1)N(Cc1ccccc1)CC1CC1	-3	-4	1	0	-4	-2	5	0.95	1.4
Cc1cc(NC(=O)Cn2cc([N+](=O)[O-])cn2)n(Cc2ccc(F)cc2)n1	0	-5	1.1	1	11	-6	4	0.96	-0.5
O=C(CSc1ncccc1C(=O)O)NC1CCCCC1	0	-6	1.2	-2	-6	-16	8	0.92	-2.0
CC(Oc1ccccc1F)c1nnc(SCC(=O)N(c2ccccc2)C2CCS(=O)(=O)C2)o1 (centres undefined)	-3	-6	1	0	1	0	-5	1.1	-1.9
O=C(CCNS(=O)(=O)c1cccc2nonc12)NCCc1ccc(Cl)cc1	-2	-7	1.1	2	-5	-11	-4	1	1.1
COc1ccc(/C=C/C(=O)OCC(=O)Nc2ncc(Cl)cc2Cl)cc1	-2	-3	1	2	1	-2	-10	1.1	-0.2
Cc1nn(C(C)c2nc(-c3ccccc3)no2)c(C)c1[N+](=O)[O-] (centres undefined)	1	1	0.98	-1	6	2	-3	1	-0.1
Cc1nc(Nc2ccc(S(N)(=O)=O)cc2)oc1C	1	-8	1.1	2	-6	-9	-4	1	-0.4
CCN(c1ccc(NC(=O)COC(=O)C(C)N=C2NS(=O)(=O)c3ccccc32)cc1)C(C)C (centres undefined)	-3	-3	1	-3	-2	-2	2	0.98	0.1
CN(C)S(=O)(=O)c1ccc(C(=O)Nc2ccccc2C(=O)O)cc1	-1	-8	1	0	-2	-2	3	0.97	0.8
O=C(CCN1CCN(Cc2ccccc2)CC1)NNC(=O)Nc1cccc(C(F)(F)F)c1	-7	-2	2*	2	-1	-102	4	0.95	1.6
CCCCNC(=O)c1onc(CSc2ccccc2CC)c1C(=O)O	-3	18	1.1	-2	-4	-8	-5	1	0.7
N#CC1=C(N)Oc2cc(O)c(C=Nc3ccccc3)cc2C1c1ccccc1 (centres undefined)	-7	0	0.84	-4	-1	16	15	0.85	12
O=C(Nc1cc(Sc2ccccn2)cc([N+](=O)[O-])c1)c1cccc(Cl)c1	0	-3	0.93	7	1	7	7	0.93	95*
O=C(OCc1ccc(F)cc1)c1cc(=O)c2ccccc2o1	1	-14	0.93	-1	-5	7	2	0.98	0.6
COC(=O)c1ccccc1NC(=O)c1noc2c1CCC2	-1	23	0.83	-1	59*	17	5	0.95	-0.4

Given as a markdown table: two of the compounds above
| mol | beta cell repl | APOBEC3G inh | hIAP act | NR3A LBD binder | A3A deaminase | hIAP block | mIAP block | mIAP act | MPTP inh |
| --- | --- | --- | --- | --- | --- | --- | --- | --- | --- |
| CCN(c1ccc(NC(=O)COC(=O)C(C)N=C2NS(=O)(=O)c3ccccc32)cc1)C(C)C (centres undefined) | -3 | -3 | 1 | -3 | -2 | -2 | 2 | 0.98 | 0.1 |
| CN(C)S(=O)(=O)c1ccc(C(=O)Nc2ccccc2C(=O)O)cc1 | -1 | -8 | 1 | 0 | -2 | -2 | 3 | 0.97 | 0.8 |

The list continues.
SMILES	beta cell repl	APOBEC3G inh	hIAP act	NR3A LBD binder	A3A deaminase	hIAP block	mIAP block	mIAP act	MPTP inh
c1ccc(-c2nnc(N3CCN(c4ccccn4)CC3)c3ccccc23)cc1	-2	-4	0.89	-2	-4	11	-1	1	0.2
O=C(Nc1ccc(F)cc1)c1ccc2c(=O)n3c(nc2c1)CCCCC3	-4	2	1	0	1	-3	21	0.79	-4.2
Cc1ccc(-c2c(C(=O)N/N=C/C3CC=CCC3)nnn2-c2nonc2N)cc1 (centres undefined)	-4	2	1.3	-3	1	-28	5	0.95	-1.4
O=C(NCc1ccccc1)C(=O)NCC1OCCN1S(=O)(=O)c1cccs1 (centres undefined)	-1	-1	1.1	2	3	-14	-1	1	-1.3
O=C(Cc1ccc(Cl)cc1)NCCCn1ccnc1	0	-4	1.1	0	1	-8	2	0.98	-0.8
COCc1nc2sc(C)c(C)c2c(=O)[nH]1	-4	0	1.2	-1	2	-18	6	0.94	-0.9
CCN(CC)c1ccc(NC(=O)CCCOc2cccc(C)c2)cc1	1	-2	0.92	-5	-1	8	-14	1.1	1.0
O=C1c2ccccc2-c2c1cccc2C(=O)N1CCOCC1	-1	-5	1	1	0	-3	3	0.97	5.8
Cc1ccc(-n2cc(C(=O)c3ccc4ccccc4c3O)cn2)cc1	-3	-1	1	-2	1	-2	12	0.88	4.0
O=C(Nc1ccccc1)OCC(CN1CCCCC1)OC(=O)Nc1ccccc1 (centres undefined)	0	-5	0.8	3	-2	20	2	0.97	46
Cc1cccc(NC(=O)c2cccc(NS(=O)(=O)c3ccc(Cl)cc3)c2)c1	-4	-4	1	12*	0	-3	2	0.98	-0.4
NC(=O)Nc1ccc2c(c1)OCCO2	0	-5	0.96	2	-4	4	-5	1	-1.4
COC(=O)c1ccccc1NC(=O)CN(CCc1ccccc1)S(C)(=O)=O	0	-4	0.9	1	-6	10	-8	1.1	-0.9
FC(F)(F)c1cc(Cl)c2nnc(-c3cccnc3)n2c1	-2	-2	1	-1	-2	-2	-6	1.1	0.7
CCCS(=O)(=O)N1CCCC(C(=O)Nc2ccc3c(c2)CCC3)C1 (centres undefined)	-3	-8	1.2	2	-3	-16	-6	1.1	2.3
O=C(NNC(=S)NC1CC2C=CC1C2)c1cccnc1 (centres undefined)	-2	-5	1.5	3	-5	-53	10	0.9	0.0
CC(Oc1cccc(Cl)c1)C(=O)NNC(=O)c1cccnc1 (centres undefined)	-3	-7	1.2	0	-2	-25	-6	1.1	3.3
CCCNc1nc2c(c(=O)[nH]c(=O)n2C)n1Cc1cccc(Br)c1	1	3	0.82	-4	1	18	6	0.94	-0.1
CCn1c(CSc2nnc(-c3ccc4c(c3)OCO4)o2)nc2cc(S(=O)(=O)N(C)C)ccc21	0	-3	1	-1	3	-1	-9	1.1	1.2
CCc1ccc(/C=C2/SC(N3CCOCC3)=NC2=O)cc1	-2	-1	1.2	3	-2	-17	-9	1.1	4.8
COc1ccccc1N1CCN(C(=O)Nc2cccc(Cl)c2)CC1	0	-5	0.83	-1	0	17	-12	1.1	-4.0
CCOC(=O)c1c(NC(=O)c2cccs2)sc2c1CCC2	-4	-6	0.87	4	2	13	-5	1	2.3
Cc1ccccc1OCCCN1C(=O)C(=O)c2cccc(C)c21	-6	17	1.1	0	4	-10	9	0.91	0.8
CCOC(=O)N1CCN(c2cc(NCCC(=O)O)c3c4c(onc24)-c2ccccc2C3=O)CC1	-2	32	0.91	2	25	9	8	0.93	2.3
CN(c1ccccc1)S(=O)(=O)c1cccc(NC(=O)Cc2n[nH]c(=O)c3ccccc23)c1	-3	-7	0.96	-2	6	4	-4	1	7.7
COc1ccc(OC)c(/C=C2\SC(=S)N(Cc3cccnc3)C2=O)c1	-6	-3	0.86	-5	-1	14	5	0.95	4.0
COc1ccc(C(=O)NC(=S)Nc2ccc3oc(=O)ccc3c2)cc1[N+](=O)[O-]	-5	9	0.82	1	-1	18	7	0.93	-2.1
Cc1nc2sccn2c(=O)c1S(=O)(=O)N1CCN(c2ccc(F)cc2)CC1	-3	-2	1	1	3	-4	-2	1	-0.5
COc1ccc(C)cc1NC(=O)CCCNC(=O)Cn1cnc2sc(C)c(C)c2c1=O	4	-9	1.1	-2	-3	-5	3	0.97	-1.8
CCOC(=O)C1CCN(C(=O)Nc2ccc3snnc3c2)CC1	-1	2	1.2	1	4	-23	-18	1.2	-0.6
Fc1cccc(CO/N=C/c2c(-c3ccccc3)nc3ccc(Cl)cn23)c1	-2	-8	0.86	0	-1	14	8	0.92	4.0
CCN(CCCNC(=O)Cn1ncc2c([nH]c3ccc(C)cc32)c1=O)c1ccccc1	-4	-6	0.97	-8	-3	3	-4	1	0.3
O=C(CCc1nnc2ccc(NCc3ccco3)nn12)N1CCN(c2ccccc2F)CC1	0	1	1	-2	1	-4	-8	1.1	0.0
Cc1ccccc1C(=O)NC(=S)Nc1ccccc1C(F)(F)F	0	-3	1	4	-3	-1	12	0.88	-1.0
COc1cc(=O)[nH]c(SCc2c(F)c(F)c(F)c(F)c2F)n1	-2	-9	1	1	-6	-3	2	0.98	0.5
COc1ccc(C(=O)NC(=S)Nc2ccc3c(c2)Cc2ccccc2-3)cc1	2	-3	1	-7	-5	-3	11	0.89	-1.8
O=C(c1ccc2c(c1)N(Cc1ccccc1F)C(=O)c1ccccc1S2(=O)=O)N1CCCC1	0	17	0.87	-1	7	13	-1	1	1.2

Record cards, from the list above. Order of screens: beta cell repl, APOBEC3G inh, hIAP act, NR3A LBD binder, A3A deaminase, hIAP block, mIAP block, mIAP act, MPTP inh
Results for CCN(CCCNC(=O)Cn1ncc2c([nH]c3ccc(C)cc32)c1=O)c1ccccc1 = -4, -6, 0.97, -8, -3, 3, -4, 1, 0.3
Results for Cc1ccccc1C(=O)NC(=S)Nc1ccccc1C(F)(F)F = 0, -3, 1, 4, -3, -1, 12, 0.88, -1.0
Results for O=C(c1ccc2c(c1)N(Cc1ccccc1F)C(=O)c1ccccc1S2(=O)=O)N1CCCC1 = 0, 17, 0.87, -1, 7, 13, -1, 1, 1.2
Results for COc1cc(=O)[nH]c(SCc2c(F)c(F)c(F)c(F)c2F)n1 = -2, -9, 1, 1, -6, -3, 2, 0.98, 0.5
